N370S GC: qHTS Assay for Inhibitors and Activators of N370S glucocerebrosidase as a Potential Chaperone Treatment of Gaucher Disease | N370S GC spleen homogenate, 4MU-glucoside fluorescence | AID 2101, 2009 | 0.092% of 330,000 active | Potency, µM (top dose mostly 59.4 µM), inactives show at the highest dose activity change, negative = inhibition, most hits filed as inhibitors;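 also: 0% = full enzyme activity and -100% = no enzyme basal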
FEN1 inh: qHTS Assay for the Inhibitors of Human Flap endonuclease 1 (FEN1). 0.35% of 390,000 active. Potency, µM (doses to about 114 µM), for inactives: at the top dose activity change, negative = inhibition, usual class: inhibitors. P39748. Recombinant FEN1 flap cleavage, fluorescence, 15 min; also: nearly all actives have a fitted effect of over 65% in size
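Concentration–response screening of FEN1 (10 nM): 15 min compound preincubation at room temperature, reaction started with 50 nM substrate and read at 0 and 15 min. Corrected, normalized data were fitted by a four-parameter Hill equation.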
KAT2A inh: qHTS Assay for Inhibitors of GCN5L2 | Histone acetyltransferase KAT2A (Homo sapiens), Q92830 | GCN5L2 HAT assay, ThioGlo1 CoA-SH fluorescence | Potency, µM (highest dose often 58.9 µM), for the others: at the highest dose activity change, negative = inhibition, actives largely listed as inhibitors | 0.21% of 390,000 active | AID 504327, 2011
Target sequence (Q92830 whole entry, looked up): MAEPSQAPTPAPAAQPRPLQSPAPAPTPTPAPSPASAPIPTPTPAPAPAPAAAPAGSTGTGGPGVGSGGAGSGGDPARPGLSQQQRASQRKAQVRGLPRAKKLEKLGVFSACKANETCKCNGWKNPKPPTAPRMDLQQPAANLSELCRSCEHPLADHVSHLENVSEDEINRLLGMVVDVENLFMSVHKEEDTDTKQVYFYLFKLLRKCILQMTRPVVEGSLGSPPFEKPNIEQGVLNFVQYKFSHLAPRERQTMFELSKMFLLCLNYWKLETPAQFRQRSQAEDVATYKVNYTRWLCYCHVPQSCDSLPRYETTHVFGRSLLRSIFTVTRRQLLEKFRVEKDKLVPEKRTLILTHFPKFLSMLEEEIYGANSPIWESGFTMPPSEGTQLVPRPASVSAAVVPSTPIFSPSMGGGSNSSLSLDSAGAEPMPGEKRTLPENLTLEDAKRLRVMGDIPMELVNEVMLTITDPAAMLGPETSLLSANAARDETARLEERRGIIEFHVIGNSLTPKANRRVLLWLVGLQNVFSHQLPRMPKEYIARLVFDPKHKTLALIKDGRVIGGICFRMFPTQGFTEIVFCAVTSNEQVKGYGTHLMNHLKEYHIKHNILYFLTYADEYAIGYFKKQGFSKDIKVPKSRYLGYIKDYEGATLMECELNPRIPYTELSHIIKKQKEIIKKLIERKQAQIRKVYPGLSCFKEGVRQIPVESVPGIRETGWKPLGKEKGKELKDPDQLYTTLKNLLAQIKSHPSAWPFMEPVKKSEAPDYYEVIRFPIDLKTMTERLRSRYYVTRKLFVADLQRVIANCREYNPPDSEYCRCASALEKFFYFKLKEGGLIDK
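Fluorescence readout, Ex340nm/Em540nm: ThioGlo1 (50uM final) reacts with free CoA thiol released as 20nM GCN5L2 acetylates H3(1-25) peptide (75uM) using acetyl-CoA (70uM). Compound and enzyme sat 15 min beforehand; 20 min room-temperature reaction.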
* = called active by the depositor; ? = inconclusive; . = not tested or not shown; & = joins results of further samples; [ ] = another dose, or the depositor's remark. Calls follow the shape of the dose curve; as a rule, active = well fitted curve in the direction sought with a large enough effect; inconclusive = small, poorly fitted or top-dose-only effect, or another doubt; inactive = no such curve, though single readings can be large; an effect the other way counts as inactive or inconclusive. Unless noted, % is scaled to controls: 0 for no effect and ±100 for the full control effect; potency is read from the fitted curve at half-maximal effect. Not all compounds are listed, so the mix of outcomes need not match the whole.

SMILES	N370S GC	FEN1 inh	KAT2A inh
Cc1cc(NC(=O)COC(=O)c2c(C)nn(Cc3ccccc3)c2Cl)no1	-2%	-6%	-7%
C[C@@]12CC[C@@H]3c4ccc(O)cc4C[C@H](CCCCCCCCCS(=O)CCCC(F)(F)C(F)(F)F)[C@H]3[C@@H]1CC[C@@H]2O (stereo partly drawn)	-6%	.	-10%
Cc1cc(/C=C2\C(=O)NC(=O)N(c3ccc(F)cc3)C2=O)c(C)n1-c1ccc(C(=O)O)cc1	.	-6%	-2%
Cc1ccc(N2C(=O)CC(=O)NC2=O)cc1	28%	4%	.
NC(=O)CN1CCCC1=O	5%	5%	-4%
ClC1=C(Cl)C(Cl)(C2(Cl)C(Cl)=C(Cl)C(Cl)=C2Cl)C(Cl)=C1Cl	-7%	.	?
CC(C)(C)n1cccc1/C=C1\C(=O)NC(=O)N(c2ccccc2)C1=O	0%	44%[activator]	-6%
CCOC(=O)c1[nH]c2ccc(OC)cc2c1C(SCC(=O)O)c1ccc(C(F)(F)F)cc1 (stereo not drawn)	22%	3%	17%
Cn1c(O)c(C=Nc2ccc(Cl)cc2)c(=O)n(C)c1=O	2%	1%	-8%
Cc1cc(/C=C2/C(=O)NC(=O)N(Cc3ccco3)C2=O)c(C)n1-c1ccccc1	-13%	4%	-17%
O=C1NC(=S)N(c2ccc(F)cc2)C(=O)/C1=C/c1ccco1	-4%	.	5.6µM*
COc1cc2[nH]c(=O)n(-c3cccc(Cl)c3)c(=O)c2cc1OC	1%	2%	3%
CC(=O)OC1C2CCC3C1(CC(O)[C@@]1(O)[C@@H](CC(O)C1(C)C)[C@]3(C)O)C[C@@]2(C)O (stereo partly drawn)	6%	.	3%
O=C1NC(=O)[C@]2(Cc3ccccc3N3CCN(c4ccccc4)CC32)C(=O)N1Cc1ccccc1 (stereo partly drawn)	-30%	-13%	-16%
CC(C)n1c(=O)c(C=Nc2ccc(Br)cc2)c(O)n(Cc2ccco2)c1=O	0%	2%	-7%
COC(=O)C1=C(c2ccc(OC)c(OC)c2)C[C@@H]2CC[C@H]1N2C(=O)NCCOc1ccccc1Cl	.	16%	-1%
CC1(C)N([O-])[N+](=O)C1(C)Br (stereo not drawn)	21%	.	?
Cc1c(NP(=O)(C(C)(C)C)C(C)(C)C)c(=O)n(-c2ccccc2)n1C	-4%	-6%	-4%
CC12CN3CC(C)(CN(C1)C3c1ccncc1)C2=O (stereo not drawn)	4%	-3%	-5%
COc1ccc2[nH]cc(CCN)c2c1	2%&7%&-15%&-8%&-7%	-15%	-3%&1%&-2%
Cc1ccccc1N	5%&13%	-1%	-3%
CCN(CC)c1ccc(/C=C2\C(=O)NC(=O)N(Cc3ccco3)C2=O)cc1	-7%	?	0%
O=C(CCC(=O)N1CCOc2ccc(Cl)cc21)N1CCC2(CC1)OCCO2	-9%	17%	-1%
N#CC(C#N)=Cc1cccnc1	9%	7%	-4%
C=CCn1c(O)c(C(CC)=Nc2ccc3c(c2)CCC3)c(=O)[nH]c1=O	-19%	-2%	1%

Given as labelled records: two of the compounds above.
> O=C1NC(=S)N(c2ccc(F)cc2)C(=O)/C1=C/c1ccco1
  N370S GC: -4%
  FEN1 inh: .
  KAT2A inh: 5.6µM*

> COc1cc2[nH]c(=O)n(-c3cccc(Cl)c3)c(=O)c2cc1OC
  N370S GC: 1%
  FEN1 inh: 2%
  KAT2A inh: 3%

Continuation.
SMILES	N370S GC	FEN1 inh	KAT2A inh
CCC(C)OC(=O)c1c(N)n(Cc2cccs2)c2nc3ccccc3nc12 (stereo not drawn)	?	-4%	-8%
CCCCCCOc1ccc(CN2CCN(CCO)CC2)cc1	?	7%	-15%
c1ccc(-c2[nH]c(-c3ccccc3)[n+](CC3CO3)c2-c2ccccc2)cc1 (stereo not drawn)	15%	-9%	-5%
COc1ccc(C(=O)c2c(C)n(CCN3CCOCC3)c3cc(I)ccc23)cc1	-30%	.	-23%
COc1ccc(C2N(c3cc(C)on3)C(=O)C3CCCN32)cc1 (stereo not drawn)	9%	16%	-8%
COC(=O)COc1ccc(C(c2c(C)[nH][nH]c2=O)c2c(C)[nH][nH]c2=O)cc1	-5%	-7%	?
CCCN(C/C=C/I)C1CCc2ccc(O)cc2C1 (stereo not drawn)	-6%	.	-1%
COc1ccc(N2C(=O)/C(=C/c3cccs3)C(=O)NC2=S)cc1	-4%	-4%	-11%
COC(=O)C1=C(c2ccc(F)cc2OCc2ccccc2)C[C@@H]2CC[C@H]1N2C(=O)NCc1ccc(OC)cc1	.	2%	-11%
CC(=NCCc1c[nH]c2ccccc12)c1c(O)n(Cc2ccccc2)c(=O)[nH]c1=O	?	-1%	1%
CCN(CC)C(=O)c1ccc(NC(=O)Cn2nc(C)c3ccccc3c2=O)cc1	2%	-9%	2%
CNC(=S)N1CCn2cccc2C1c1cccnc1 (stereo not drawn)	-6%	3%	-2%
COc1ccc(CNCCc2ccc(Cl)cc2)c(OC)c1OC	-20%	-13%	-2%
C#CC1(O)C=CC2C3CCC4=CC(=O)CCC4C3CCC21CC (stereo not drawn)	-24%	47%[activator]	4%&-20%
COc1ccccc1NC(=O)c1cn(CCC#N)nc1-c1cccc(Cl)c1	-7%	17%	1%
CC(Cc1cccs1)NCc1ccc(Cl)cc1 (stereo not drawn)	-8%	-2%	-18%
C[N+]1(C)[C@@H]2CC[C@H]1CC(OC(=O)C(CO)c1ccccc1)C2 (stereo partly drawn)	13%&-1%	-7%	-3%&-2%
CC1CC(OP(O)(=S)c2ccc(N(C)C)cc2NC(=O)c2cccs2)CC(C)(C)C1 (stereo not drawn)	-20%	4%	-29%
CCOC(=O)c1ncn2c1CN(C)C(=O)c1cc(F)ccc1-2	-1%&-20%&6%&-5%&1%&-8%	?	2%&-3%&-8%
CN1CC(C(=O)c2ccc(Cl)cc2)C(c2ccccc2F)C1 (stereo not drawn)	?	-1%	-7%
C(=C/c1ccccc1)/CN1CCN(CCOC(c2ccccc2)c2ccccc2)CC1	-16%	.	-28%
c1ccc2c(c1)sc1ccccc12	6%	.	11%
Cc1cc(=O)n(-c2ccccc2)n1-c1ccccc1	2%	-13%	-6%
CCOP(=O)(OCC)C(NC(=O)c1ccc(C)cc1)C(Cl)(Cl)Cl (stereo not drawn)	10%	3%	-7%
CC1=[N+]([O-])C2(N)CCc3nonc3C2(O)C1 (stereo not drawn)	13%	4%	3%

Single values from the list.
KAT2A inh with `C(=C/c1ccccc1)/CN1CCN(CCOC(c2ccccc2)c2ccccc2)CC1` reads -28%
N370S GC with `COc1ccccc1NC(=O)c1cn(CCC#N)nc1-c1cccc(Cl)c1` reads -7%
KAT2A inh with `CC1CC(OP(O)(=S)c2ccc(N(C)C)cc2NC(=O)c2cccs2)CC(C)(C)C1` (stereo not drawn) reads -29%
N370S GC with `c1ccc2c(c1)sc1ccccc12` reads 6%
N370S GC with `COc1ccc(C2N(c3cc(C)on3)C(=O)C3CCCN32)cc1` (stereo not drawn) reads 9%
FEN1 inh with `C[N+]1(C)[C@@H]2CC[C@H]1CC(OC(=O)C(CO)c1ccccc1)C2` (stereo partly drawn) reads -7%
N370S GC with `C#CC1(O)C=CC2C3CCC4=CC(=O)CCC4C3CCC21CC` (stereo not drawn) reads -24%

Other results follow:
SMILES	N370S GC	FEN1 inh	KAT2A inh
CCn1c(O)c(C=NCCc2c[nH]c3ccccc23)c(=O)[nH]c1=O	2%	3%	-5%
Cc1ccc2nc(N3CCC(C(=O)N4CCC5(CC4)OCCO5)CC3)sc2c1	5%	0%	-1%
CC[C@H](C)[C@H](NC(=O)[C@H](CCCNC(=N)N)NC(=O)[C@H](CCCNC(=N)N)NC(=O)[C@H](CC(C)C)NC(=O)[C@H](Cc1ccccc1)NC(=O)CNC(=O)CNC(=O)[C@@H](N)Cc1ccc(O)cc1)C(=O)N[C@@H](CCCNC(=N)N)C(=O)N1CCC[C@H]1C(=O)N[C@@H](CCCCN)C(=O)N[C@@H](CC(C)C)C(=O)N[C@@H](CCCCN)C(=O)N[C@@H](Cc1c[nH]c2ccccc12)C(=O)N[C@@H](CC(=O)O)C(=O)N[C@@H](CC(N)=O)C(=O)N[C@@H](CCC(N)=O)C(=O)O	?	.	22%
CCc1ccc(N2C(=O)NC(=O)/C(=C/c3cccn3CCOc3ccc(C(C)CC)cc3)C2=O)cc1 (stereo not drawn)	1%	-10%	0%
C=CC1CN2CCC1CC2[C@@H](OC(=O)c1ccc(OC)cc1)c1ccnc2ccccc12 (stereo partly drawn)	-8%	-17%	-1%
CCOC(=O)C1CCCCC12C(C#N)=C(N)Oc1n[nH]c(C)c12 (stereo not drawn)	-2%	-5%	-5%
COc1ccc2c(c1)[C@@]13CCCC[C@H]1[C@@H](C2)NCC3	-10%	34%[activator][57.1 µM]	1%
CN1CCc2nc3sc(C(=O)NC(C)(C)C)c(N)c3cc2C1	1%	-10%	-9%
C1=C(c2ccccc2)CCNC1	-3%	-2%	-3%
COCCN(C(=O)COC(=O)Cc1ccccc1)c1c(N)n(Cc2ccccc2)c(=O)[nH]c1=O	0%	5%	-4%
CCc1c(-c2ccccc2)nc2ccccc2c1C(=O)N1CCC2(CC1)OCCO2	-7%	-2%	-6%
CCOC(=O)CN1C(=O)CC(C[C@@H](O)C2C[C@@H](C)C[C@H](C)C2=O)CC1=O (stereo partly drawn)	-4%&1%	.	14%&-3%
CCC1/C=C/C=CCC(C)C(O)[C@@](C)(O)C(=O)C(C)C(O)C(C)C(=O)C(C)C(O)C(C)C=CC(=O)O[C@H]2C(C)C(CC1)O[C@]1(CCC(C)C(CC(C)O)O1)C2C (stereo partly drawn)	-13%	.	-17%
CC(=O)OC1CC[C@]2(C#N)[C@H]3CC[C@]4(C)[C@H](C5C=CC(=O)O5)CCC4(O)C3CCC2(O)C1 (stereo partly drawn)	-8%	0%	-8%
O=C(NCc1cccnc1)Nc1ccccc1Cl	-8%	15%	-1%
C[n+]1c(-c2ccccc2)cc(CCCCc2cc(-c3ccccc3)[n+](C)c(-c3ccccc3)c2)cc1-c1ccccc1	-25%	-15%	-10%
N#CC(C#N)=Cc1ccc(N2CCOCC2)cc1	-5%	-2%	-19%
O=C(Oc1ccc([N+](=O)[O-])cc1)N1CCC(N2CCCCC2)CC1	-5%&-3%	-5%	1%
O=c1[nH]c(=O)n(-c2ccccc2Cl)c(O)c1C=NCCN1CCCCC1	0%	1%	-8%
CO[C@H]1[C@@H](OC)CC(OC2OC(CO)C(O)C(O)C2O)/C(=C\C#N)[C@@H]1O (stereo partly drawn)	17%	-10%	2%
COc1cc2c(cc1OC)[C@@]13CCN4CC5=CCOC6CC(=O)N2C1[C@H]6[C@@H]5C[C@@H]43 (stereo partly drawn)	-3%	.	-10%
CN1CCCC2(CCN(C(=O)c3csnn3)CC2)C1	-7%	.	-15%
O=[N+]([O-])c1cnc[nH]1	0%	-5%	0%
FC(F)(F)c1ccccc1CNCCc1c[nH]c2ccccc12	?	-22%	1%
Cc1sc2c(c1C)C(c1cccs1)=NCC(=O)N2CC(=O)NCc1cccs1	-3%	30%	-4%

2 records drawn at random from those above, as already listed:
SMILES	N370S GC	FEN1 inh	KAT2A inh
CCOC(=O)CN1C(=O)CC(C[C@@H](O)C2C[C@@H](C)C[C@H](C)C2=O)CC1=O (stereo partly drawn)	-4%&1%	.	14%&-3%
FC(F)(F)c1ccccc1CNCCc1c[nH]c2ccccc12	?	-22%	1%

The list continues.
SMILES	N370S GC	FEN1 inh	KAT2A inh
O=P(NCc1ccccc1)(Oc1ccccc1)Oc1ccccc1	8%	1%	-6%
C1=CC(Cc2cncs2)c2ccccc21 (stereo not drawn)	.	-5%	?
O=C(c1cc2cc3ccc(Cl)cc3nc2o1)N1CCC2(CC1)OCCO2	2%	-7%	?
CNC(=O)O/N=C(\C)Cc1nnn(-c2cc(C)on2)n1	3%	14%	-5%
Cc1c(OC(C(=O)O)c2ccccc2)ccc2c1oc(=O)c1ccccc12 (stereo not drawn)	?	0%	-24%
CC(=O)N1CN2CN(C(C)=O)CC(C(=O)c3ccccc3)(C2)C1	22%	6%	5%
O=C1NC(=O)N(CCc2ccc(F)cc2)C(=O)/C1=C/c1cccs1	0%	-19%	-21%
O=C(N1CCOCC1)N1CCN(C(c2ccccc2)c2ccccc2)CC1	2%	7%	?
COC(=O)C1=C(c2cccc(C#N)c2)C[C@@H]2CC[C@H]1N2C(=O)NCc1ccco1	.	19%	3%
CN1C(=O)CCS(=O)(=O)[C@@H]1c1ccc(Cl)cc1	1%[21.6 µM]	.	3%[21.4 µM]
COC(=O)C1=C(c2ccc(OCc3ccccc3)cc2)C[C@@H]2CC[C@H]1N2C(=O)NCCCc1ccccc1	.	-24%	-8%
CCCCn1c(O)c(C(CC)=Nc2ccc(C(=O)O)cc2)c(=O)[nH]c1=O	3%	-5%	-1%
CCNC(=S)NCCC1=c2ccccc2=N/C1=C\c1c(O)n(C)c(=O)n(C)c1=O	-1%	?	-5%
CCOC(=O)c1ccc(NC(=O)N2CC3CC(C2)c2cccc(=O)n2C3)cc1 (stereo not drawn)	-3%	2%	-19%
COC(=O)C1=C(c2ccc(F)cc2OCc2ccccc2)C[C@@H]2CC[C@H]1N2C(=O)NCc1ccccc1	.	-2%	-13%
